# High-throughput results: PubChem BioAssay, several laboratories
# NS5 inhibitors – Dengue-2 NS5 methyltransferase inhibitors, primary screen, biochemical, confirmation dose response (AID 588689). Dengue-2 NS5 methyltransferase capping enzyme assay, biochemical; higher % means a stronger effect. inhibition, % at 25 µM, or IC50 in µM where a hit was titrated. 340,000 compounds, 0.3% hits; in the data active = a potency from the dose series; inconclusive = inhibition above about 29% without an active follow-up result
# HEK293 NOD2/NF-kB – inhibition of NOD2-driven NF-kB reporter – cell-based, luminescence, uHTS, HEK293 (AID 1566); 290,000 compounds, 0.63% hits; HEK293 NOD2/NF-kB luciferase reporter, luminescence; higher % means a stronger effect; one-dose inhibition, % at 4 µM; EC50 in µM for titrated hits; also: many of its hits are not listed in these tables
# XIAP displacement – small molecules displacing peptide from XIAP – biochemical, IAP family, fluorescence polarization (AID 1018). XIAP BIR domain, fluorescence polarization peptide displacement; higher % means a stronger effect. displacement, % at 20 µM; hits with a dose series show IC50 in µM. 200,000 compounds, 0.007% hits; in the data active = displacement above about 50%; also: a part of the inactive calls stands beside numbers as strong as those of hits
# AID2073 – inhibitors of Mint1-CaV2.2 protein interaction, biochemical, HTRF (AID 2073). 290,000 compounds, 0.19% hits. HTRF protein-protein interaction, Mint1-CaV2.2; higher % means a stronger effect. one-dose inhibition, % at 20 µM; IC50 in µM for titrated hits; in the data active = inhibition mostly above about 51%, no sharp cut-off; inconclusive = no clear call, values can overlap the other calls; inactive = mostly below about 53%; also: some results filed as inactive read as strong as hits
# HIV fusion peptide – inhibitors of HIV fusion peptide binding, primary screen, biochemical, uHTS, fluorescence dequenching (AID 1986); 290,000 compounds, 0.3% hits; cell-free peptide binding, fluorescence dequenching, 30 min; higher % means a stronger effect; inhibition, % at 20 µM, or IC50 in µM where a hit was titrated; in the data active = inhibition mostly above about 52%, no sharp cut-off; inactive = mostly below about 76%; also: some results filed as inactive read as strong as hits
# Lipid droplet – hepatic lipid droplet formation modulation; AML12 mouse hepatocytes, oleate lipid droplets, BODIPY imaging; inhibition, % at 6.5 µM; 240,000 compounds, 0.4% hits;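 active = lipid droplet intensity inhibited by at least 50%, with more than 500 cells counted; inconclusive = wells with under 300 cells, treated as cytotoxic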
#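 Test system: AML12 mouse liver cells; schedule: overnight exposure; technique: high-content imaging of BODIPY-stained droplets and DAPI nuclei; read-out: % inhibition of corrected integrated BODIPY droplet signal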
# SIAH1 antagonists – Siah-1 peptide-binding antagonists, primary screen, biochemical, fluorescence polarization, rhodamine-plectin, uHTS (AID 1817); Siah-1 / rhodamine-plectin peptide fluorescence polarization; higher % means a stronger effect; displacement, % at 20 µM, or IC50 in µM where a hit was titrated; 290,000 compounds, 0.02% hits;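 active = displacement of at least 50% at 20 µM, with a fluorescence ratio check between 0.3 and a set limit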;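 also: plate controls were Siah plus tracer with DMSO for no effect and tracer alone without Siah for full effect; strong numbers were not always called active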
# LYP inhibition – inhibitors of LYP phosphatase, biochemical, fluorescence intensity, uHTS (AID 1779). 290,000 compounds, 0.054% hits. inhibition, % at 11.5 µM, or IC50 in µM where a hit was titrated. recombinant LYP phosphatase, fluorescence intensity; higher % means a stronger effect;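 also: plate controls were vehicle with enzyme for no effect and no enzyme for full effect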
# Myeloid diff MLP – promotes myeloid progenitor differentiation | ER-HoxA9 myeloid progenitors, lysozyme-GFP differentiation, flow cytometry | calls only at 10 µM | 360,000 compounds, 1% hits;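 active = normalized GFP-positive differentiation at or above the plate's own cutoff, the solvent-only control mean plus 3 SD; inconclusive = no clear call, values can overlap the other calls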;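 also: cells exposed to compound for four days before flow analysis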
# Lipid droplet cells 6.5 µM – further read-out of Lipid droplet, marked with its call; cell count; measured here: cell count, cytotoxicity flag;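 cells counted across two imaged fields per well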
# NS5 inhibitors pilot replicate – second read-out of NS5 inhibitors, no call of its own (marks repeat the call); inhibition, %; measured here: pilot screen replicate inhibition
# Myeloid diff MLP GFP+ MAC1+ % – recorded beside Myeloid diff MLP, whose call it bears; GFP+ MAC1+ double positive, %; measured here: differentiation confirmed by MAC1 staining
# Numbers without * were called inactive; i = inactive; ? = inconclusive; . = no result given; & = joins results of further samples. Rule as the data show it, unless noted: active = inhibition above about 50%; inactive = the rest. The list is partial (hit frequency here may not be typical).
SMILES,NS5 inhibitors,HEK293 NOD2/NF-kB,XIAP displacement,AID2073,HIV fusion peptide,Lipid droplet,Lipid droplet cells 6.5 µM,SIAH1 antagonists,LYP inhibition,Myeloid diff MLP,Myeloid diff MLP GFP+ MAC1+ %,others
CN(C)c1ccc(P(=O)(OCc2ccccc2)C(O)c2ccc(Br)cc2)cc1 (configuration not stated),19%,-25%,.,8%,0.0%,23,644,-7%,-6%,i,0.7,
O=S1(=O)CCOC[C@H](CC2CCCCC2)N1Cc1ccccc1,-5%,-8%,.,-5%,0.6%,-4,795,2%,-7%,i,3.4,
Cc1nc2cc(C(=O)O)ccc2n1-c1ccc(F)cc1F,-5%,3%,-3.8%,-5%,4.0%,0,714,6%,-1%,i,0.7,
Cn1cccc1Cc1nnc(SCC(=O)Nc2ccccc2F)n1-c1ccc(F)cc1,-6%,15%,-2.3%,-7%,1.4%,-4,620,2%,8%,i,2.2,
COc1ccccc1C(=O)C1CCCN(C(=O)c2snnc2C)C1 (configuration not stated),-1%,-23%,-8.5%,10%,-0.2%,-3,672,4%,-6%,i,0.1,
CCCCCn1c(CCNC(=O)CCC)nc2ccccc21,-3%,12%,2.0%,-1%,-0.6%,-6,605,1%,-9%,i,1.5,
O=C(NCc1cccnc1)c1cccc2c1C(=O)N(C1CCCCC1)C2,-3%,3%,-3.8%,3%,4.3%,0,758,2%,-5%,i,0.9,
COc1cccc(C(=O)Oc2ccccc2/C=C\C(=O)c2cc3ccccc3o2)c1,-23%,-33%,-10%,4%,-0.4%,4,543,-7%,1%,?,.,
O=C(Nc1nc2c(s1)CCCC2=O)c1cnccn1,-1%,-36%,-6.0%,-6%,0.7%,0,804,-1%,-10%,i,10,
O=C(CN1CCCc2ccccc21)NCCc1ccc(F)cc1,6%,-4%,-8.9%,-17%,0.0%,-63,757,-3%,-4%,i,0.5,
CC1(C)CC(NC(=O)C23CCC(C)(/C(=N/O)C2)C3(C)C)CC(C)(C)N1 (configuration not stated),1%,2%,-4.3%,-4%,-0.9%,.,.,-2%,-11%,i,2.9,NS5 inhibitors pilot replicate=1.4
O=C(c1ccc(COc2ccccc2Cl)o1)N1N=C(C(F)F)CC1(O)C(F)F (configuration not stated),-7%,-2%,-1.7%,2%,0.9%,0,710,-4%,0%,i,0.5,
O=c1[nH]c2cccnc2n1-c1ccc([N+](=O)[O-])cc1,-8%,7%,.,1%,0.4%,-17,688,-2%,-9%,i,0.1,
O=C(O)C1C(c2ccccc2)C(C(=O)N2CCOCC2)C1c1ccccc1 (configuration not stated),-5%,10%,-0.2%,-4%,-4.0%,.,.,1%,-3%,i,1.8,
N=C1S/C(=C\c2ccccc2)C(=O)N1c1ccc(F)cc1,1%,14%,-0.9%,3%,-0.1%,15,668,2%,-7%,i,0.2,
Cc1c(NC(=O)CSc2nc3ccccc3n2C)c(=O)n(-c2ccccc2)n1C,9%,18%,1.3%,-6%,-3.0%,.,.,2%,-6%,i,0.9,
Cc1nc2cc(NC(=O)N3CCCCC3)ccc2n1C,-1%,-20%,-0.5%,-1%,-1.8%,2,750,-3%,-5%,i,0.4,
O=c1cccc2n1Cc1cc3ccccc3nc1-2,4%,-25%,-6.7%,37%,4.1%,-2,730,4%,-18%,i,4.0,
CCOC(=O)COc1ccc2c(c1)c(C(=O)OCC)c(C)n2CC,-2%,3%,-4.4%,-6%,3.1%,12,761,3%,-6%,i,1.4,
COc1ccc(NC(=S)NC(=O)/C=C/c2ccco2)cc1,-9%,-30%,1.8%,4%,1.1%,4,721,-2%,3%,i,0.4,
O=C(CSc1ccc2nnc(-c3cccc(F)c3)n2n1)NCC1CCCO1 (configuration not stated),-4%,15%,-6.0%,35%,-2.6%,.,.,0%,0%,i,1.1,
Cc1ccc(C(=O)OCC(=O)Nc2ncc(C(F)(F)F)cc2Cl)cc1NC(=O)c1ccco1,5%,20%,-3.7%,-7%,16%,8,796,-4%,-6%,i,0.9,NS5 inhibitors pilot replicate=0.3
COc1ccc(NC(=O)c2ccc(C)o2)c([N+](=O)[O-])c1,0%,-9%,-1.2%,-2%,2.6%,0,682,3%,1%,i,0.8,
Cc1cc(C)c2c(c1)cc(C)c1nnc(SCC(=O)Nc3cc(C)on3)n12,-5%,13%,-2.9%,8%,0.6%,.,.,3%,-8%,i,10,
Nc1nc(NC(=O)/C=C/c2ccccc2)nn1-c1ccccc1,-3%,-18%,-6.5%,-6%,0.6%,13,626,5%,-3%,i,0.1,
O=C(NCc1ccco1)C1CCC(N2C(=O)C3C4CCC(C4)C3C2=O)CC1 (configuration not stated),-2%,1%,-9.8%,-4%,-1.9%,-24,562,-3%,-10%,i,0.7,
COc1ccc(NC(=O)Cn2c(=O)sc3ccccc32)c(OC)c1,0%,5%,-4.2%,-7%,1.4%,.,.,-2%,-6%,i,2.7,
CSc1ccc(S(=O)(=O)N2CCN(Cc3ccc4c(c3)OCO4)CC2)cc1,-2%,-24%,-4.0%,-4%,-1.4%,-5,646,2%,0%,i,1.9,
N#Cc1c(-c2cccc([N+](=O)[O-])c2)nc2n(c1=O)CCS2,-2%,31%,.,-3%,-1.2%,.,.,8%,-5%,i,1.3,
Cc1cc(-c2nn(-c3ccccc3F)cc2CN2CCC(O)CC2)c(C)s1,2%,0%,-6.8%,10%,2.3%,-5,724,0%,3%,i,0.2,
Cc1nc2ccc(S(=O)(=O)NCC(=O)N(C)Cc3ccco3)cc2s1,4%,10%,-5.3%,9%,1.6%,20,622,0%,-3%,i,0.8,
CC(=O)N1C(C(=O)O)Cc2c([nH]c3ccccc23)C1(C)C (configuration not stated),-5%,10%,.,6%,-1.0%,-6,841,-3%,-7%,i,0.6,
O=S(=O)(Nc1cccc(CCc2ccccn2)c1)c1ccc(Cl)cc1,5%,9%,.,4%,-0.1%,-5,669,-6%,-5%,i,0.4,
Nc1c(C(=O)NCCN2CCOCC2)c2nc3ccccc3nc2n1-c1cccc(F)c1,-10%,11%,-6.3%,30%,1.1%,.,.,-4%,-9%,.,.,
CCN(CC)c1ccc(SS(=O)(=O)O)cc1,44%&9%,0%&9%,-1.0%&-3.0%,-62%&-71%,-0.8%&-1.8%,.,.,-3%&-10%,-4%&-4%,i,0.5&8.5,
Cc1ccc(CNCC(O)(c2ccccc2)c2ccc(F)cc2)cc1 (configuration not stated),-11%,10%,-5.4%,18%,-3.6%,.,.,-4%,-2%,i,2.0,
CC(C)c1nc(SCC(=O)Nc2ccc3c(c2)OCCO3)n[nH]1,-2%,4%,-4.0%,-5%,3.5%,-20,729,4%,-6%,i,0.5,
Cc1ccc(C(=O)NCC(=O)OCC(=O)Nc2ccc(Cl)cc2C(F)(F)F)cc1C,-6%,-1%,2.0%,6%,-0.7%,13,688,3%,2%,i,0.3,
Cc1nn(CC(C)C)c(Cl)c1C(=O)N(c1ccc(Cl)cc1F)S(C)(=O)=O,-7%,16%,.,2%,0.5%,-11,775,0%,-5%,i,0.4,
CCC(C)(C)C(=O)Nc1cccc(Cl)c1C,-9%,13%,-6.3%,0%,0.3%,19,736,11%,3%,i,1.4,
N=c1c(C(=O)NCC2CCCO2)cc2c(=O)n3ccccc3nc2n1C1CCCCC1 (configuration not stated),7%,-29%,.,24%,-1.6%,-40,732,-5%,-36%,i,0.3,
CC(CCO)Nc1nc2c(c(=O)n(C)c(=O)n2C)n1Cc1cccc(Br)c1 (configuration not stated),-3%,-22%,3.4%,9%,4.2%,-8,660,4%,-7%,i,5.5,
CC(C)(C)c1csc(NC(=O)c2ccncc2)n1,-8%,18%,-3.9%,9%,-2.5%,-4,691,1%,2%,i,0.3,
Nc1[nH][nH]c(=O)c1N=Nc1cccc(Cl)c1,-6%,-3%,-2.8%,9%,-1.6%,3,705,2%,-4%,i,0.3,
CC(C(=O)NCc1ccc2c(c1)OCO2)c1ccc([N+](=O)[O-])cc1 (configuration not stated),2%,-2%,-1.8%,-8%,-2.1%,1,694,2%,-4%,i,0.6,
COc1ccc(NC(=O)Nc2ccc3c(c2)CCC3)cc1OC,-15%,-8%,-6.9%,3%,0.8%,-1,699,0%,0%,i,0.2,
O=C(Nc1c(F)cccc1F)c1cnc(N2CCN(c3ccccn3)CC2)c2ccccc12,-5%,31%,-1.8%,16%,-0.6%,32,768,0%,1%,i,1.3,
CCc1cccc2c1NC(=O)C2(O)CC(=O)c1cccs1 (configuration not stated),-5%,13%,-3.3%,-5%,1.8%,0,789,2%,-8%,i,0.5,
Oc1c(CN2CCCCC2)cc(Br)c2cccnc12,16%,-6%,-7.6%,11%,24%,.,.,-11%,5%,?,.,
COc1ccc(CCNC(=O)CCCCCN2C(=O)c3ccccc3C2=O)cc1,-1%,0%,-3.0%,31%,-0.2%,.,.,0%,3%,i,3.0,
COc1ccccc1OCCOc1ccc(/C=C2/C(=N)N3OC(C)=CC3=NC2=O)cc1OC,-19%,8%,-22%,0.21µM*,-3.8%,.,.,10%,0%,i,0.5,
COC(=O)c1cc(NS(=O)(=O)c2ccc(N3CCOCC3)c([N+](=O)[O-])c2)cc(C(=O)OC)c1,3%,1%,-7.3%,-8%,4.0%,0,546,-8%,-7%,i,0.2,

# Retrieved by compound from above, two records:
SMILES,NS5 inhibitors,HEK293 NOD2/NF-kB,XIAP displacement,AID2073,HIV fusion peptide,Lipid droplet,Lipid droplet cells 6.5 µM,SIAH1 antagonists,LYP inhibition,Myeloid diff MLP,Myeloid diff MLP GFP+ MAC1+ %,others
N=c1c(C(=O)NCC2CCCO2)cc2c(=O)n3ccccc3nc2n1C1CCCCC1 (configuration not stated),7%,-29%,.,24%,-1.6%,-40,732,-5%,-36%,i,0.3,
O=C(Nc1c(F)cccc1F)c1cnc(N2CCN(c3ccccn3)CC2)c2ccccc12,-5%,31%,-1.8%,16%,-0.6%,32,768,0%,1%,i,1.3,

# By substructure: the compounds so far with two or more sulfur atoms
SMILES,NS5 inhibitors,HEK293 NOD2/NF-kB,XIAP displacement,AID2073,HIV fusion peptide,Lipid droplet,Lipid droplet cells 6.5 µM,SIAH1 antagonists,LYP inhibition,Myeloid diff MLP,Myeloid diff MLP GFP+ MAC1+ %,others
CSc1ccc(S(=O)(=O)N2CCN(Cc3ccc4c(c3)OCO4)CC2)cc1,-2%,-24%,-4.0%,-4%,-1.4%,-5,646,2%,0%,i,1.9,
Cc1nc2ccc(S(=O)(=O)NCC(=O)N(C)Cc3ccco3)cc2s1,4%,10%,-5.3%,9%,1.6%,20,622,0%,-3%,i,0.8,
CCN(CC)c1ccc(SS(=O)(=O)O)cc1,44%&9%,0%&9%,-1.0%&-3.0%,-62%&-71%,-0.8%&-1.8%,.,.,-3%&-10%,-4%&-4%,i,0.5&8.5,
